Tb PGK inh = blocks T. brucei phosphoglycerate kinase. Potency, µM (top dose mostly 57.5 µM), inactives show top-dose activity change, negative = inhibition, most hits filed as inhibitors. AID 602233. 380,000 compounds, 0.043% hits. PGK/GAPDH coupled, Kinase-Glo luminescence, 60 min; also: potency is read from the fitted curve at half-maximal effect; % is scaled to controls: 0 for no effect and ±100 for the full control effect; nearly all actives have a fitted effect of over 60% in size
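Luminescent ATP detection (Kinase-Glo Plus) follows a 60-minute room-temperature incubation, with wells lacking PGK as controls. Buffer: 100 mM TEA (pH 7.6), 5 mM MgCl2, 0.01% Tween-20. Coupling enzyme GAPDH (100 nM final) supplies unstable 1,3-BPG in-well.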
BLM helicase inh = inhibitors of human Bloom syndrome helicase BLM; P54132; recombinant BLM DNA unwinding, fluorescence dequenching; Potency, µM (series often up to 56.1 µM), for inactives: at the highest dose activity change, negative = inhibition, hits mostly inhibitors; 350,000 compounds, 0.2% hits;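 also: potency is read from the fitted curve at half-maximal effect; plate controls were vehicle for no effect and no enzyme for full effect; nearly all actives have a fitted effect of over 35% in size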
Pol beta inh = blocks human DNA polymerase beta activity; Pol beta primer extension/strand displacement, fluorescence kinetic; AID 485314; Potency, µM (doses to about 114 µM), for the others: at the top dose activity change, negative = inhibition, hits mostly inhibitors; 340,000 compounds, 1.3% hits; also: potency is read from the fitted curve at half-maximal effect; % is scaled to controls: 0 for no effect and ±100 for the full control effect
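Human Pol beta at 10 nM; strand-displacement substrate 50 nM final. Compound exposure 15 min at room temperature before start, reaction 10 min at room temperature.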
Pol eta inh = DNA polymerase eta (human) inhibition; Potency, µM (doses to about 114 µM), for inactives: top-dose activity change, negative = inhibition, actives largely listed as inhibitors; recombinant Pol eta, fluorescent DNA replication assay; 390,000 compounds, 1.2% hits; also: potency is read from the fitted curve at half-maximal effect; % is scaled to controls: 0 for no effect and ±100 for the full control effect
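Fluorescent replication assay: 50 nM final substrate added after a 15 min room-temperature compound preincubation with 10 nM enzyme. Signal taken at 0 min and again at 10 min.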
RXFP1 antagonist = RXFP1 (human) relaxin receptor antagonism; Q9HBX9; HEK293-RXFP1, relaxin-stimulated cAMP HTRF, 30 min; active compounds read low; activity change, negative = inhibition, % at 57.5 µM; 350,000 compounds, 0.59% hits; AID 1259400;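 active = activity change of -60% or lower, but not beyond a set lower limit; inconclusive = change between -60% and -40%, or beyond the set limit; inactive = change above -40%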; also: % is scaled to controls: 0 for no effect and ±100 for the full control effect
POLK inh = DNA polymerase kappa (human) inhibition. 400,000 compounds, 0.53% hits. Q9UBT6. Potency, µM (top dose mostly 107 µM), inactives show at the top dose activity, negative = inhibition, hits mostly inhibitors. purified Pol kappa, fluorescent DNA synthesis assay, 10 min; also: potency is read from the fitted curve at half-maximal effect; % is scaled to controls: 0 for no effect and ±100 for the full control effect
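Activity was followed as the change in fluorescence between reads at 0 and 10 min after starting the reaction with 50 nM substrate. Beforehand, 10 nM polymerase had been preincubated with compound for 15 min at room temperature.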
APE1 inh = inhibitors of human APE1 endonuclease. P27695. recombinant APE1, TAMRA/BHQ-2 abasic DNA cleavage fluorescence. Potency, µM (titrated, usually from 65.8 µM), for inactives: at the highest dose activity change, negative = inhibition, most hits filed as inhibitors. 350,000 compounds, 0.35% hits. AID 2517;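 also: potency is read from the fitted curve at half-maximal effect; plate controls were vehicle for no effect and reference inhibitor for full effect; nearly all actives have a fitted effect of over 55% in size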
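Incision of a quenched TAMRA/BHQ-2 THF abasic-site duplex (50 nM) by 0.75 nM APE1, after 15 min compound preincubation, measured as fluorescence increase over three 60 s reads. Values normalized to buffer, DMSO and NSC13755 control wells.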
Apoferritin bind = binds horse apoferritin like a general anesthetic; 350,000 compounds, 0.074% hits; apoferritin/1-aminoanthracene competitive binding, fluorescence; Potency, µM (series often up to 77.5 µM), inactives show at the highest dose activity change, negative = displacement, most hits filed as inhibitors; P02791; also: potency is read from the fitted curve at half-maximal effect; % is scaled to controls: 0 for no effect and ±100 for the full control effect; nearly all actives have a fitted effect of over 20% in size
Target sequence (P02791 2-175 limits assumed): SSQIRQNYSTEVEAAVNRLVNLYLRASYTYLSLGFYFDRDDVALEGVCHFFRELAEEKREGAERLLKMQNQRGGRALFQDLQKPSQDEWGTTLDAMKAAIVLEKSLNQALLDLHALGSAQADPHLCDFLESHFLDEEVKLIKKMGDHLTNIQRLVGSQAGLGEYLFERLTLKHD
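Steps: apoferritin (10 uM) was premixed with half-saturated 1-AMA in PBS, compounds were pin-transferred, plates stood 10 min at room temperature, fluorescence was read at 380/535 nm, and curves were fitted with a Hill equation.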
POLI inh = blocks human DNA polymerase iota activity. Pol iota fluorescent replication assay, 10 min. 390,000 compounds, 1% hits. AID 588590. Q9UNA4. Potency, µM (series often up to 115 µM), for the others: at the highest dose activity, negative = inhibition, actives largely listed as inhibitors; also: potency is read from the fitted curve at half-maximal effect
Target sequence (Q9UNA4 whole entry, looked up): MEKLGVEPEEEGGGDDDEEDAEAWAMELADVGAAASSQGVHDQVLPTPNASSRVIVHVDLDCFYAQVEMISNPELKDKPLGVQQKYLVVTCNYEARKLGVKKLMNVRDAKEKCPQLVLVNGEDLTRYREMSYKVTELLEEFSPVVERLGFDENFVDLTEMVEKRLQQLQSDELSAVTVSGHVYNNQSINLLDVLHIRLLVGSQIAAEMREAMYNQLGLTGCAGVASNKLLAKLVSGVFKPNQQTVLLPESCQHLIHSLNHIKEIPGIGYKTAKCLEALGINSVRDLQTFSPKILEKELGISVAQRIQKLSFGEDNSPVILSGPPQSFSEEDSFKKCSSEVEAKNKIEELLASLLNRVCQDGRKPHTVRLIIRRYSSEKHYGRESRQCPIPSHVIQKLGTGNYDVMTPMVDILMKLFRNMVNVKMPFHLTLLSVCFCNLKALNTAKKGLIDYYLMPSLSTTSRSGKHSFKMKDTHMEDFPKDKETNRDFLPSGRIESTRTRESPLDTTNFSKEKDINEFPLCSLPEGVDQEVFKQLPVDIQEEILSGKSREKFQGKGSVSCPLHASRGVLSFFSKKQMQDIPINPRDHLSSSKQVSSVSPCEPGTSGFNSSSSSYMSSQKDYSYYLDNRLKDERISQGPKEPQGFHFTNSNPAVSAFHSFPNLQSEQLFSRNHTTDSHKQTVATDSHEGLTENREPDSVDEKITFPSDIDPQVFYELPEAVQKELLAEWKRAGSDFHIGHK
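Pol iota at 10 nM preincubated 15 min with compounds at room temperature; reaction started with fluorescent substrate, 50 nM final. Fluorescence read kinetically at 0 and 10 min; buffer-only wells as negative control.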
Starred values were filed as active, the others as inactive; i = inactive; ? = inconclusive; nt = no result given; & = joins results of further samples; [ ] = another dose, or the depositor's remark. Unless noted, calls follow the shape of the dose curve; as a rule, active = well fitted curve in the direction sought with a large enough effect; inconclusive = small, poorly fitted or top-dose-only effect, or another doubt; inactive = no such curve, though single readings can be large; an effect the other way counts as inactive or inconclusive. Only part of the results is shown; count on the stated rates, not on these rows.

Value order: Tb PGK inh, BLM helicase inh, Pol beta inh, Pol eta inh, RXFP1 antagonist, POLK inh, APE1 inh, Apoferritin bind, POLI inh
N#Cc1c(N)nc(SCc2ccncc2)c(C#N)c1-c1cccs1
 : 25%, -12%, 8%, -22%, -6, 0%, -3%, -2%, ?
COc1ccc(CCNC(=O)CN2CCN(c3cccc(Cl)c3)CC2)cc1OC
 : -9%, -2%, -1%, -7%, -5, -3%, -1%, -7%, 11%
O=C(COC(=O)c1ccc([N+](=O)[O-])s1)NNC(=O)c1ccccc1
 : -9%, nt, nt, ?, 16, -19%, -65%, nt, ?
O=c1[nH]c2ccc(NC(=S)Nc3ccc(Cl)cc3Cl)cc2[nH]1
 : -2%, -4%, 2%, 0%, 19, -2%, -1%, -18%, -4%[58.9 µM]
COc1ccc(NC(=O)CCCNC(=O)Cn2cnc3sc(C)c(C)c3c2=O)cc1OC
 : -5%, -2%, 8%, -17%, -3, 10%, 85%[activator], 5%, 84%[activator]
O=C(NCc1cccnc1)C1CCCN(Cc2cnn(-c3ccccc3)c2-n2cccc2)C1 (stereo not given)
 : -10%, 0%, 2%, 6%, -5, -1%, -1%, -6%, 8%
CS(=O)(=O)c1nc2c(cc1C#N)CCCC2
 : i, -7%, -1%, -5%, -2, ?, 2%, -1%, ?
CC(C)Nc1nc2c(-c3cccc(Br)c3)nnn2c2ccccc12
 : -9%, -8%, -1%, -12%, nt, -16%, nt, 6%, 7%
CCOC(=O)c1sc(N)nc1C(F)(F)F
 : -8%, nt, nt, -24%, 1, -3%, nt, nt, 28%
COCCCn1c(SCC(=O)NNC(=O)c2cccc(O)c2)nnc1-c1ccncc1
 : -2%, 1%, 0%, -8%, -11, -13%, 1%, 1%, 73%[activator]
COC(=O)CNC(c1ccccc1)c1cc(Br)ccc1NS(=O)(=O)c1ccc(C)cc1 (stereo not given)
 : 1%, -5%, 10%, ?, nt, 8%, -3%, 16%, 22%
O=C(C[n+]1cccc(C(=O)Nc2ccccc2)c1)c1ccc([N+](=O)[O-])cc1
 : -4%, -13%, 35%, -25%, -4, -7%, -7%, -10%, 51%[activator]
COC(=O)C1=C(C)N(CCc2cc(OC)c(OC)c(OC)c2)C(=O)N[C@H]1c1cccs1
 : nt, -1%&-10%, 12%, nt, nt, nt, -6%&6%, -1%, nt
COc1ccc(CNC(=O)C2CSC(c3ccc(OC)cc3)N2C(C)=O)cc1 (stereo not given)
 : i, -2%, 1%, -7%, nt, 13%, 5%, -6%, 37%[activator]
C=C(C)C(=O)Oc1ccc(N2C(=O)[C@@H]3C4C=CC(C4)[C@@H]3C2=O)cc1
 : 8%, -4%, 37%, -8%, -21, -3%, -3%, -14%, 149%[activator]
CC(=O)c1cn(CCOc2ccccc2C)c2ccccc12
 : 8%, 0%, 28%, -14%, 1, -12%, -10%, -16%, -1%
O=C(O)CCC(=O)N1N=C(c2ccccc2)CC1c1ccc(Br)cc1 (stereo not given)
 : -3%, 0%, 13%, -7%, -2, -6%, 18%, -13%, 41%[activator]
O=C(Nc1cccnc1)C1COc2ccccc2O1 (stereo not given)
 : -1%, -2%, 74%, -3%, 8, -22%, 7%, -8%, -8%
OCC1OC(c2ccccc2)OC2COC(c3ccccc3)OC12 (stereo not given)
 : i, nt, nt, -7%, -5, -8%, nt, nt, 61%[activator]
COc1ccccc1OCc1nnc(SCC(=O)Nc2nnc(C3CC3)s2)n1C
 : i, -1%, 2%, -1%, 0, -11%, 13%, 3%, -1%
CC(=O)Nc1ccc(NC(=O)C(C)Oc2ccc(C)nc2[N+](=O)[O-])cc1 (stereo not given)
 : -13%, nt, nt, -17%, 2, -5%, 20%, nt, 28%
COc1ccc(C(=O)N/N=C/c2ccc(N(C)c3ccccc3)cc2)cc1
 : -4%, nt, nt, 0%, -3, -9%, nt, nt, -5%
CCN1CCCC1CNCc1ccc(Cl)cc1Cl (stereo not given)
 : -5%, 5%, 0%, -1%, 6, -2%, 8%, -3%, ?
O=C(CN1CCN(Cc2ccc(Cl)cc2)C1=O)NCCN1CCCC1
 : 3%, 1%, -20%, -16%, nt, -21%, -4%, -5%, 0%
O=C(Cc1cccc(NC(=O)C2CCN(C(=O)c3ccccc3)CC2)c1)Nc1cccc(C(=O)N2CCCC2)c1
 : 2%, nt, nt, -15%, nt, 7%, 4%, nt, 1%
CCC1S/C(=C(\C#N)C(=O)NCc2ccco2)N(c2ccc(F)cc2)C1=O (stereo not given)
 : -8%, -1%, 2%, -17%, -12, 1%, -3%, ?, 13%
CCOC(=O)c1cc2sc(C)cc2n1CC(=O)Nc1cccc(C)c1C
 : -9%, 0%, 0%, 5%, 13, -4%[60.1 µM], 4%, -8%, 5%
O=C(NCc1ccccc1)NC1(C(=O)N2CCCC2)CCCCC1
 : -2%, -6%, 3%, 6%, -3, 1%, 17%, -5%, 14%
COc1ccc(C(=O)Nc2ccc3nc(C)c(C)nc3c2)cc1
 : -3%, -4%, -2%, -17%, 2, 10%, 7%, -14%, 32%
Cc1cnc(NC(=O)CCNC(=O)c2ccccc2Cl)s1
 : 7%, -3%, 47%, -5%, -14, -3%, -4%, -6%, 108%[activator]

Next section; it opens with the 2 that closed the last part.
Value order: Tb PGK inh, BLM helicase inh, Pol beta inh, Pol eta inh, RXFP1 antagonist, POLK inh, APE1 inh, Apoferritin bind, POLI inh
COc1ccc(C(=O)Nc2ccc3nc(C)c(C)nc3c2)cc1
 : -3%, -4%, -2%, -17%, 2, 10%, 7%, -14%, 32%
Cc1cnc(NC(=O)CCNC(=O)c2ccccc2Cl)s1
 : 7%, -3%, 47%, -5%, -14, -3%, -4%, -6%, 108%[activator]
COc1ccc2c(c1OC)C(=O)OC2CC(=O)c1ccc2c(c1)OCO2 (stereo not given)
 : -6%, 3%, 2%, 1%, 30, -1%&7%, -2%, -5%, 15%&29%
O=C(NCc1cccc(Cl)c1)C1CCCN(c2ncnc3onc(-c4ccc(F)cc4)c23)C1 (stereo not given)
 : 1%, -2%, 18%, -28%, -11, -12%, nt, 27%, -2%
CCC1COC(c2cccn2Cc2ccccc2Cl)=N1 (stereo not given)
 : nt, 1%, -2%, -16%, ?, -10%, -6%, -21%, 2%
O=C(Nc1nc2cc3c(cc2s1)OCO3)c1ccc(N2C(=O)CCC2=O)cc1
 : -3%, -3%, 3%, ?, -14, -11%, 20%, 5%, 17%
CC(=O)c1cc(C(=O)N2CCc3c([nH]c4ccccc34)C2C2CCCCC2)[nH]n1 (stereo not given)
 : -3%, -8%, 3%, ?, -3, -14%, 0%, -14%, 18%
O=C(c1nc2nc(-c3cccs3)cc(C(F)(F)F)n2n1)N1CCN(Cc2ccccc2)CC1
 : -4%, -4%, -2%, -5%, 10, -12%, 14%, 96%[activator], -7%
CCOC(=O)C[N+](CC)(CC)CC#Cc1ccccc1
 : -7%, -1%, 39%, -2%, 0, 5%, 1%, -10%, 22%
CC1CCC(O)C/C1=C\C=C1/CCCC2(C)C1CCC2C(C)/C=C/C(C)C(C)C (stereo not given)
 : nt, -6%&-13%, nt, nt, nt, -15%[19.4 µM], -4%, -14%, nt
Cc1ccc(NC(=O)CN2CCCC2)c2c1CC(C)(C)O2
 : -9%, -1%, 28%, -21%, 5, -2%, -1%, 0%, 47%
COc1cc(C(=O)NNC(=S)NC(=O)c2ccc(F)cc2)cc(OC)c1OC
 : -7%, -2%, 46%, 0%, -14, 0%, 11%, 0%, 2%
N#Cc1cccc2c1-c1ccccc1/C2=N/NC(N)=O
 : i, 3%, ?, -24%, -3, -15%, -13%, -6%, 62%[activator]
CN(C)c1ccc(CN(C(=O)c2ccco2)C2CCS(=O)(=O)C2)cc1 (stereo not given)
 : i, -3%, 43%, 8%, -2, 0%, -6%, -11%, 22%
Cc1nnc(N2C(=O)C(=O)/C(=C(/O)c3ccc4c(c3)OCCO4)C2c2ccc([N+](=O)[O-])cc2)s1 (stereo not given)
 : nt, -5%, ?, nt, nt, nt, 37%, ?, nt
O=C(NC(=S)Nc1ccc2c(c1)OCCO2)c1ccccc1F
 : -7%, -11%, 11%, -13%, -8, 3%, -5%, ?, -12%
Cc1ccc(-c2ccc(C3C(C#N)=C(N)Oc4n[nH]c(C)c43)o2)cc1 (stereo not given)
 : 7%, ?, -20%, -11%, -5, -18%, ?, -14%, ?
CCN(CC(=O)Nc1ccc2c(c1)OCCO2)C(=O)/C=C/c1cccc(Br)c1
 : i, nt, nt, -19%, -22, -4%, -11%, nt, 20%
O=C(CCC(=O)N(CC(=O)NC1CCCCC1)CC1CCCO1)Nc1nccs1 (stereo not given)
 : 5%, -3%, 18%, -19%, -5, -3%, 15%, -1%, 22%
COc1ccccc1N1CCN(C(=O)c2ccc3c(c2)N(Cc2ccccc2)C(=O)c2ccccc2S3(=O)=O)CC1
 : nt, -7%, ?, nt, -15, -11%, nt, -14%, 11%
COc1ccc(OC)c(/C=N/N=C(\N)c2nonc2N)c1
 : -7%, -4%, 0%, -21%, 2, 2%, -7%, -9%, 32%[activator]
CCCN(C(=O)Cn1nc(C)c([N+](=O)[O-])c1C)c1c(N)n(Cc2ccccc2)c(=O)[nH]c1=O
 : -2%, nt, nt, -6%, -5, -5%, 6%, nt, 17%
COc1ccc(C2N(C(=O)N(C)C)CCN2S(=O)(=O)c2ccc(OC)cc2)cc1 (stereo not given)
 : 6%, -2%, -24%, 2%, 5, -2%, 56%, -2%, 90%[activator]
Cc1nn(CC(=O)N2CCN(c3ccccc3F)CC2)c(=O)c2cccn12
 : nt, -6%, -18%, nt, -3, -19%, nt, 83%[activator], -8%
O=C(Nc1ccc2nn(-c3ccccc3)nc2c1)c1ccc2c(c1)OCO2
 : -11%, -29%, 40µM*, ?, -10, -31%, -12%, 4%, -9%
Cc1ccc(C(=O)Oc2coc(CSc3nnc(NC(=O)c4cccs4)s3)cc2=O)cc1C
 : -7%, -17%, 20µM*, 7.9µM*, 5, -31%, 15%, -3%, ?
Cc1ccc(NC(=O)Nc2ccc3c(c2)CCC3)c(C)c1
 : -9%, 0%, -2%, -9%, 2, 0%, 23%, -4%, 11%
CC(C)COc1cc(=O)[nH]c(SCC(C)C)n1
 : i, 1%, -3%, -2%, 5, -7%, 4%, -22%, 14%

High-throughput results as filed in PubChem.
